Screening data: PubChem, National Center for Advancing Translational Sciences (NCATS)
D3 ag = agonists of human D3 dopamine receptor; D3R DiscoveRx beta-arrestin cells, luminescence, 90 min; max activation, %; 410,000 tested, 0.58% active; AID 652048; P35462; in the data active = max activation above about 30%; note: 0% is about no effect; mostly tested at two doses, the higher about 12 µM
Target sequence (P35462 whole entry, looked up): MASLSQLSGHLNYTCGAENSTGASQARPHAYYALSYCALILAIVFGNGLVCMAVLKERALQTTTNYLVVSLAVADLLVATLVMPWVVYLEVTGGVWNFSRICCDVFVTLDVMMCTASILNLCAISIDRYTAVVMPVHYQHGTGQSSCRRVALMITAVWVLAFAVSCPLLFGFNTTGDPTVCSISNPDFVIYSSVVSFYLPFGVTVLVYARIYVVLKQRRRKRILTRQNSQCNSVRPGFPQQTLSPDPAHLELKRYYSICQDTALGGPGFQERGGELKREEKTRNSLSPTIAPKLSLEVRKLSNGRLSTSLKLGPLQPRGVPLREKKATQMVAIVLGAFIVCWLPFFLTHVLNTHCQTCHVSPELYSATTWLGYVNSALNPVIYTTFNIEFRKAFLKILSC
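Agonist mode: compounds and dopamine controls were applied to plated cells for 90 min at 37 degrees C after an overnight attachment at 1500 cells/well. Luminescent read-out followed 30 - 60 minutes at room temperature with DiscoveRx detection reagent.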
GLP-1R agonist = agonists of human GLP-1 receptor; HEK293 GLP-1R CRE-luciferase, luminescence, 4-6 h; cells express a hypersensitive GLP-1R form; Potency, µM (series often up to 45.6 µM), for inactives: top-dose activation, most hits filed as activators; 380,000 tested, 0.007% active; AID 624172; note: potency is the fitted concentration of half-maximal effect; % of control where 0% means no effect
Target sequence (P43220 whole entry, looked up): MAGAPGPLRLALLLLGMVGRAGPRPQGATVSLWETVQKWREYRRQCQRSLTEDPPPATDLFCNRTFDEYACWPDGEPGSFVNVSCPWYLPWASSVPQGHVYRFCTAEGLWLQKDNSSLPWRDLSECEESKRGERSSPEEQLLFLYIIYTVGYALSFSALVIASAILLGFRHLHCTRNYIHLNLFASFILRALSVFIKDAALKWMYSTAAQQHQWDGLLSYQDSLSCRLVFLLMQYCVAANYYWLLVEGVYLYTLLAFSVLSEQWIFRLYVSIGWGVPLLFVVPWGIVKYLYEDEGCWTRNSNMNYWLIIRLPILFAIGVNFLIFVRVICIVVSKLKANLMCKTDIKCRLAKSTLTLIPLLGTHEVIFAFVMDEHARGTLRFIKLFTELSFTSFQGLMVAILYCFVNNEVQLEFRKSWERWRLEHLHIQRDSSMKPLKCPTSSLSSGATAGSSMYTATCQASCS
DRD3 antagonist = blocks the human D3 dopamine receptor. P35462. D3R cells, DiscoveRx beta-arrestin luminescence, antagonist mode; stronger effect = lower value. max response, negative = inhibition, %. 360,000 tested, 2.5% active; in the data active = max response below about -50%; inconclusive = no clear call, values can overlap the other calls; note: % is set by controls: 0 for no effect and ±100 for the full control effect; mostly tested at two doses, the higher about 12 µM
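Cells expressing the human receptor were seeded at 1500 cells/well, incubated overnight at 37 degrees C in 5% CO2, then exposed to library compounds with dopamine controls for 90 minutes at 37 degrees C before luminescent detection.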
SW480 rereplic = DNA re-replication induction in SW480 cells; SW480 DNA re-replication, Hoechst DNA content imaging, 48 h; Potency, µM (top dose mostly 46.1 µM), inactives show at the highest dose re-replication activation, most hits filed as activators; 340,000 tested, 1.8% active; AID 624297; note: potency is the fitted concentration of half-maximal effect; % of control where 0% means no effect; nearly all actives have a fitted effect of over 55% in size
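Per well, 250 cells were exposed to pinned compound for 48 hr. Nuclear DNA was visualised with Hoechst (40 min, 37 C) and total object intensity recorded by fluorescence scanning.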
IL-1B inflam inh = blocks inflammasome-driven IL-1 beta release. activity change, % at 57.5 µM. 360,000 tested, 4.7% active. THP-1 LPS/ATP IL-1B secretion, AlphaLISA, 16 h; stronger effect = lower value. AID 743279; in the data active = activity change below about -50%; inconclusive = mostly about -30% to -49%; note: % is set by controls: 0 for no effect and ±100 for the full control effect
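THP-1 cells pretreated 1 hr with compounds (up to 57.5 uM final), then stimulated with LPS (250 ng/mL final) plus ATP (1.25 mM final); secreted IL-1B measured by AlphaLISA after 16 hr, decreased signal indicating inhibition.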
KB-3-1 cytotox = KB-3-1 parental cell cytotoxicity; Potency, µM (highest dose often 46.1 µM), inactives show top-dose activity change, negative = cytotoxic, actives largely listed as cytotoxic; KB-3-1 viability, CellTiter-Glo ATP luminescence, 72 h; 400,000 tested, 1.4% active; note: potency is the fitted concentration of half-maximal effect; % is set by controls: 0 for no effect and ±100 for the full control effect; nearly all actives have a fitted effect of over 60% in size
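Using CellTiter-Glo luminescence, growth of non-resistant KB-3-1 adenocarcinoma cells is assessed 72 h after pin-tool compound addition at 37 °C. Normalized responses across the concentration series yield fitted curves.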
HT1080 IDH1KD tx = HT-1080 IDH1 knockdown cell toxicity (counter line); HT-1080 IDH1 knockdown viability, ATP luminescence, 48 h; Potency, µM (top dose mostly 46.1 µM), inactives show at the top dose activity, negative = toxicity, usual class: cytotoxic; 360,000 tested, 2% active; AID 686971;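 note: potency is the fitted concentration of half-maximal effect; 0% = DMSO wells and -100% = cell-free medium wells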
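Assay cells: HT-1080 with IDH1 knockdown, 750 per well, RPMI/5% FBS. Exposure: 48 h at 37 °C following 2 h pre-incubation. Read: CellTiter-Glo luminescence; fitted concentration-response, curve class assigned.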
KB-V1 cytotox = kills drug-selected multidrug resistant KB-V1 cells | 400,000 tested, 3.4% active | Potency, µM (series often up to 46.1 µM), for inactives: top-dose activity change, negative = cytotoxicity, hits mostly cytotoxic | KB-V1 MDR cells viability, CellTiter-Glo, 72 h; note: potency is the fitted concentration of half-maximal effect; % is set by controls: 0 for no effect and ±100 for the full control effect; nearly all actives have a fitted effect of over 60% in size
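Readout: CellTiter-Glo luminescence, 10 min after addition. Cells: KB-V1 MDR subline, 72 h at 37 degrees C with compound. Analysis: corrected, normalized data fitted to concentration-effect curves.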
HT1080NT lethal = kills 2HG-producing HT-1080-NT fibrosarcoma cells. HT-1080-NT fibrosarcoma viability, CellTiter-Glo ATP luminescence, 48 h. Potency, µM (titrated, usually from 46.1 µM), inactives show at the highest dose activity, negative = less viability, usual class: cytotoxic. 360,000 tested, 1.6% active. AID 686970;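 note: NT is the 2HG producing partner of a matched IDH1 knockdown line; potency is the fitted concentration of half-maximal effect; 0% = DMSO-treated cells and -100% = media-only wells without cells; nearly all actives have a fitted effect of over 55% in size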
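Read-out is CellTiter-Glo luminescence after 10 minutes at room temperature, following 48 hours' compound treatment of HT-1080-NT cells (750 cells/well, RPMI, 5% FBS, 37 degrees C).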
An asterisk follows results filed as active; u = inconclusive; x = no result given; [ ] = remark or other dose. Unless noted, calls come from the whole dose curve; as a rule, active = well fitted curve in the direction sought with a large enough effect; inconclusive = small, poorly fitted or top-dose-only effect, or another doubt; inactive = no such curve, though single readings can be large; an effect the other way counts as inactive or inconclusive.

| SMILES | D3 ag | GLP-1R agonist | DRD3 antagonist | SW480 rereplic | IL-1B inflam inh | KB-3-1 cytotox | HT1080 IDH1KD tx | KB-V1 cytotox | HT1080NT lethal |
| --- | --- | --- | --- | --- | --- | --- | --- | --- | --- |
| Cc1c(Cl)cccc1NC(=O)C(=O)NNC(=O)c1ccccc1F | 16 | 0% | 7 | -6%[1.84 µM] | -29 | 5% | -25% | 3% | u |
| Nc1nnc(SCC(=O)Nc2cccc3ccccc23)s1 | 3 | 7% | 6 | -9% | -6 | 3% | 0% | 2% | 2% |
| CCCN1CCN(CCCNC(=O)c2cc3c(=O)oc4ccc(C)cc4c3s2)CC1 | -9 | -2% | 2 | -26% | 17 | 2% | 7% | -2% | 11% |
| Cc1nc(CCNC(=O)CC2C(=O)NCCN2CC(C)C)nc2c1CCC2 (stereo not given) | -3 | -3% | -1 | -4% | 4 | 16% | 9% | 0% | 2% |
| CN(C)C(=O)COC(=O)c1ccccc1OCC(=O)Nc1ccc(SC(F)F)cc1 | 26 | 10% | 28 | 3% | -21 | 2% | 23% | -26% | u |
| COc1ccc2nc(C)cc(N3CCOCC3)c2c1 | 0 | -13% | 3 | -3% | 13 | 8% | 7% | -6% | 0%[9.24 µM] |
| COC(=O)C1=C(O)/C(=C/c2cccc(OC)c2O)N=C1C | -8 | -9% | u | -24% | -6 | 3% | 6% | 7% | -1% |
| O=C(NCCc1ccc(Cl)cc1)C1CCN(C(=O)c2ccc(F)cc2)CC1 | -6 | 8% | -14 | -8% | 36 | 1% | 2% | u | -13% |
| Cc1cc(C)n(CCNC(=O)c2cc(COc3ccc4ncccc4c3)on2)n1 | -6 | 4% | 5 | -5% | 2 | u | -9% | 4% | 1% |
| CCOC(=O)C1CCN(Cc2cn[nH]c2-c2ccc(C)cc2)CC1 | -5 | 1% | 7 | -4% | -17 | 8% | 0% | 11% | 9% |
| CCOc1ccc(C(C)NC(=O)Cc2ccccc2F)cc1OCC (stereo not given) | -3 | 4% | -12 | 1% | -1 | 16% | 12% | u | 17% |
| Cc1ccc(C2c3[nH]c4ccccc4c3C[C@H]3C(=O)N(c4ccccc4C(=O)N4CCC[C@@H]4C(=O)O)C(=O)N23)cc1 (stereo not given in full) | 11 | -4% | 9 | u | 19 | 0% | 1% | u | 5% |
| CC(OC(=O)C1CC(=O)N(Cc2ccco2)C1)C(=O)Nc1ccccc1[N+](=O)[O-] (stereo not given) | 5 | -2% | -4 | -13% | 10 | x | 2% | x | 1% |
| COc1ccccc1NC(=O)Nc1nc(C(N)Cc2ccc(Cl)cc2)cs1 (stereo not given) | 9 | 0% | 0 | x | -12 | 0% | u | 3% | u |
| CCN(C(=O)COc1cccc2cccnc12)C1CCS(=O)(=O)C1 (stereo not given) | -1 | 0% | 9 | 1% | -8 | 6% | 10% | 21% | 17% |
| C/C(=N\Nc1nc(N2CCCCCC2)nc(N2CCCCCC2)n1)c1ccccc1 | -3 | -6% | -4 | 0% | -9 | -7% | -2% | -6% | 0% |
| Cc1cc(C)c2c(N=NN3CCCCC3)[nH]nc2n1 | -4 | 0% | 7 | -5% | -23 | 4% | -1% | 2% | 3% |
| O=C(NNc1cc(C(F)(F)F)nc2ccccc12)Nc1cccc(Cl)c1 | 2 | 3% | -11 | 4% | -89* | -21% | 21µM* | -16% | u |
| O=C(CS(=O)CC(=O)N(c1ccccc1)C(C(=O)NC1CCCCC1)c1ccco1)Nc1ccc(F)cc1 (stereo not given) | -3 | 0% | -18 | 5% | -5 | 18% | u | -2% | -21% |
| Cc1ccc(NC(=O)COc2ccc(N3CC(C(N)=O)CC3=O)cc2)c(C)c1 (stereo not given) | -4 | 7% | -1 | -7% | -16 | -8% | -1% | -5% | 13% |
| C1CCN=C(Nc2nn[nH]n2)CC1 | -4 | 2% | u | -8% | -2 | 16% | -3% | 1% | 1% |
| NS(=O)(=O)c1ccc(N/N=C/c2cn(-c3ccccc3)nc2-c2ccccc2)c([N+](=O)[O-])c1 | -12 | 6% | -13 | -33%[inhibitor] | -78* | u | -14% | u | -9% |
| Cc1cccc(/C(N)=N/OC(=O)COc2ccccc2Cl)c1 | 3 | 24% | 14 | 166% | -5 | 12% | 17% | u | 23% |
| COC(=O)COc1cccc2c(=O)n(CC(=O)NCCc3ccccc3)ccc12 | 1 | 2% | -20 | -5% | -7 | 17% | 6% | 2% | 7% |
| CC(=O)c1cn(C2OC(CO)C3OC(C)(C)OC32)c(=O)n(C)c1=O (stereo not given) | -3 | 6% | -5 | -25% | x | -2% | 14% | 3% | 7% |
| CCOC(=O)C(=O)Nc1nnc(SCc2ccc(F)cc2)s1 | 1 | -5% | -11 | -12% | 0 | 3% | 12% | 0% | 5% |
| CC1C(=O)OC(c2ccc(Cl)cc2)C(C)(C)C1=O (stereo not given) | -15 | 1% | -6 | -2% | 0 | -3% | 2% | 14% | 14% |
| Cc1ccc(NC(=O)/C(=C\c2ccc([N+](=O)[O-])cc2)NC(=O)c2ccccc2)cc1 | -1 | -12% | -22 | 0% | 21 | -26% | -3% | -13% | -13% |
| CCCCN(C(=O)C1CCCO1)c1c(N)n(CC(C)C)c(=O)[nH]c1=O (stereo not given) | 3 | -7% | 5 | -3% | 22 | -5% | 0% | -1% | 5% |
| COc1ccccc1Cn1c(CO)nc2ccccc21 | 8 | 4% | -5 | 7% | -18 | -3% | -4% | 8% | -1% |
| O=c1c2[nH]c3ccccc3c2ncn1CCN1CCCCC1 | 0 | 4% | -6 | -14% | 1 | 8% | 3% | -12% | 1% |
| O=C(CNS(=O)(=O)c1cccc(C(F)(F)F)c1)NC1CCCCCC1 | 1 | 16% | 0 | -11% | 20 | -2% | 2% | -3% | 9% |
| Cc1ccc(NC(=O)Cc2ccc([N+](=O)[O-])cc2)c(Br)c1 | -1 | 0% | 0 | 2% | -9 | 1% | 1% | -21% | 0% |
| COc1ccc(C(=O)Oc2c(CN3CCOCC3)cc(Cl)c3cccnc23)cc1 | -14 | 4% | -4 | u | 27 | 10µM* | u | u | 21µM* |
| Cc1nc(-c2ccccc2)[nH]c(=O)c1Oc1ccc(Cl)cc1Cl | 20 | 9% | 37 | -5% | 9 | -23% | 0% | u | -9% |
| O=S(=O)(NC1CCCCC1Oc1ccccc1)c1ccccc1 (stereo not given) | 1 | -1% | 7 | x | 0 | 1% | 0% | u | 0% |
| CCOC(=O)c1[nH]c(C)c(C(=O)OCC(=O)Nc2sc3c(c2C#N)CCCCC3)c1C | 1 | u | 2 | u | 22 | u | 5% | u | 4% |
| O=C(COc1cccc(Br)c1)Nc1ccc(N2CCOCC2)cc1N1CCOCC1 | 3 | -7% | 3 | 4% | 15 | -7% | 13% | -4% | u |
| Cc1ccc(NC(=O)NCCN2CCCCC2)cc1 | -22 | 5% | -17 | 3% | -6 | 25% | 2% | 8% | 1% |
| O=C(CCN1C(=O)/C(=C/c2ccccc2)SC1=S)NNC(=O)c1ccncc1 | -6 | 8% | 1 | -5% | -14 | 7% | 7% | 24% | 11% |
| Cc1ccc(-c2nnc(NCc3nc4ccccc4[nH]3)c3ccccc23)cc1S(=O)(=O)N(C)C | -11 | -9% | 48 | 3% | -3 | -11% | -15% | u | -11% |
| Clc1cc2c(nn1)Nc1ccccc1S2 | 8 | 4% | 17 | -13% | 24 | 1% | 5% | -27% | 20% |
| CCCCNC(=O)C1C(c2ccc(C(F)(F)F)cc2)=Nc2ccccc2N1C(=O)C1CCN(C(C)=O)CC1 (stereo not given) | -3 | x | -18 | x | 32 | 0% | -14% | -25% | -14% |
| COc1ccc(S(=O)(=O)N2CCN(C(=O)N(C)C)C2C)cc1 (stereo not given) | 3 | 5% | 3 | -1% | -5 | -1% | 9% | 2% | 0% |
| Cc1ccc(S(=O)(=O)N2CCC(=O)N(C(COCc3cccc(C)c3)Cc3ccccc3)CC2)cc1 (stereo not given) | -19 | -9% | 5 | u | 6 | -5% | -2% | -27% | -9% |
| CC(C(=O)NC(C)(C)C)N(C(=O)CS(=O)CC(=O)Nc1ccc(F)cc1)c1ccccc1F (stereo not given) | 5 | 13% | 10 | 3% | 11 | 14% | 13% | 30% | 2% |
| CC(C)Nc1nc(-c2cccnc2)nc(-c2ccc(Cl)cc2)c1C#N | 3 | 19% | -6 | 21% | -11 | -8% | 10% | -8% | 17% |
| COC(=O)c1csc(C2OC(CO)C(O)C2O)n1 (stereo not given) | -1 | -2% | 24 | x | 27 | 14% | 1% | 16% | 2% |
| S=C(NCCc1ccccc1)Nc1ccccn1 | -3 | 2% | -11 | -8% | 0 | -15% | -1% | 16µM* | 3% |
| CCC(C)(C)NC(=O)C(C(C)C)N(CC1CCCO1)C(=O)CNS(=O)(=O)c1ccc(F)cc1 (stereo not given) | -1 | 7% | 6 | -17% | -6 | 7% | 0% | -4% | 10% |
| COc1cc(-c2c(C#N)c(N)nc3[nH]c(=S)[nH]c(=O)c23)ccc1O | 0 | -12% | -1 | 0% | 35 | -18% | 2% | u | 2% |
| O=C(COC(=O)CNC(=O)c1ccc(Cl)cc1Cl)NC(=O)NC1CCCCC1 | 1 | -6% | 10 | -15% | 13 | 17% | 0% | 2% | 6% |

3 neighbouring entries already listed, quoted:
| SMILES | D3 ag | GLP-1R agonist | DRD3 antagonist | SW480 rereplic | IL-1B inflam inh | KB-3-1 cytotox | HT1080 IDH1KD tx | KB-V1 cytotox | HT1080NT lethal |
| --- | --- | --- | --- | --- | --- | --- | --- | --- | --- |
| O=C(CCN1C(=O)/C(=C/c2ccccc2)SC1=S)NNC(=O)c1ccncc1 | -6 | 8% | 1 | -5% | -14 | 7% | 7% | 24% | 11% |
| Cc1ccc(-c2nnc(NCc3nc4ccccc4[nH]3)c3ccccc23)cc1S(=O)(=O)N(C)C | -11 | -9% | 48 | 3% | -3 | -11% | -15% | u | -11% |
| Clc1cc2c(nn1)Nc1ccccc1S2 | 8 | 4% | 17 | -13% | 24 | 1% | 5% | -27% | 20% |

An unsorted share of the library; overall some 12% were active at least once.
